Assay outcomes (PubChem BioAssay)
ALOX15 inhib – blocks human 15-lipoxygenase activity | P16050 | purified 15hLO-1, xylenol orange hydroperoxide absorbance | Potency, µM (top dose mostly 57.1 µM), inactives show at the top dose activity change, negative = inhibition, most hits filed as inhibitors | 1.4% of 74,000 active | AID 887; note: potency is the fitted concentration of half-maximal effect; % is set by controls: 0 for no effect and ±100 for the full control effect; nearly all actives have a fitted effect of over 55% in size
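Quantitative HTS in 25 mM Hepes pH 7.5 containing 0.01% Triton X-100: human 15hLO-1 at 40 nM, arachidonic acid at 50 uM, 6 min turnover. Product quantified via ferrous oxidation/xylenol orange, 573:405 nm absorbance ratio.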
DNA Pol III inh – DNA polymerase III holoenzyme inhibition. reconstituted DNA polymerase III holoenzyme replication, biochemical. Potency, µM (series often up to 57.1 µM), for inactives: at the top dose activity change, negative = inhibition. 0.25% of 71,000 active. AID 603; note: potency is the fitted concentration of half-maximal effect; % is set by controls: 0 for no effect and ±100 for the full control effect
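Reconstituted *E. coli* holoenzyme (0.35 nM Pol III, 1 nM beta, 154 nM SSB, 2 nM primase) was preincubated with compound for 15 min at RT. Synthesis on 1.4 nM ssM13Gori ran 35 min, then was stopped with PicoGreen/EDTA and read as dsDNA fluorescence.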
BRCT PPI red – inhibitors of human BRCA1 BRCT-phosphoprotein interaction (red fluorophore). Potency, µM (highest dose often 76.9 µM), inactives show top-dose activity change, negative = inhibition, actives largely listed as inhibitors. 0.03% of 75,000 active. AID 892. P38398. BRCT-phosphopeptide binding, red fluorescence polarization; note: % is set by controls: 0 for no effect and ±100 for the full control effect
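Fluorescence polarization: 100 nM His-tagged BRCA1 BRCT with 100 nM TAMRA-labelled phospho-BACH1 decapeptide, phosphate buffer pH 7.3 with 150 mM NaCl, DTT, 0.01% Tween 20; 12 min RT. Binding inhibition seen as FP decrease.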
Hsp90 Hop PPI – changes Hsp90-Hop TPR2A binding signal, up or down; AID 595; 0.44% of 71,000 active; AlphaScreen TPR2A-His6 binding biotin-Hsp90 C-terminal peptide; Potency, µM (highest dose often 57 µM), inactives show at the top dose activity change, negative = inhibition; active = well fitted curve in either direction with a large enough effect; inconclusive = small, poorly fitted or top-dose-only effect, or another doubt; note: potency is the fitted concentration of half-maximal effect; % is set by controls: 0 for no effect and ±100 for the full control effect; many of its hits are not listed in these tables
UbGFP stabilizer – inhibits proteasome, raising ubiquitin-GFP reporter fluorescence; AID 526; Ubiquitin-GFP reporter cells, proteasome inhibition, GFP fluorescence; response scale: untreated = 0%, 10 µM MG-132 = 100%; 67,000 tested, under 10 active; Potency, µM (titrated, usually from 45.9 µM), inactives show at the top dose activation (GFP accumulation), hits mostly activators; active = well fitted activation curve with a large enough effect, not every such curve was filed as active; inconclusive = small, poorly fitted or top-dose-only effect, or another doubt; inactive = no such curve, though single readings can be large or run the other way; note: potency is the fitted concentration of half-maximal effect
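U2OS Ub(G76V)-GFP reporter; O/N plating, 0.5% FBS; cpd 46 uM–2.9 nM, 4 h, 37 °C; GFP+ cell count, 488/515 nm; norm. to basal vs 10 uM MG-132; CRC fit.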
HBB splicing – alters splicing of the hemoglobin beta chain | HBB splicing reporter cell assay, activation; EGFP reporter with mutant IVS2-654 intron; response scale: normalised to 500 nM splice-correcting PNA | Potency, µM (series often up to 46.1 µM), inactives show at the top dose activation, hits mostly activators | 0.06% of 65,000 active; note: potency is the fitted concentration of half-maximal effect; 0% is about no effect
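Compounds were applied for 2 days to HeLa EGFP-654 cells, 500/well in Optimem with 2% FCS. The reporter's EGFP is disrupted by mis-splicing of beta-globin intron IVS2-654. Readout: summed well GFP fluorescence from 488 nm laser scanning; reference was 500 nM antisense […] 654 PNA.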
CRE Fsk mod – CRE-bla signaling modulation under forskolin stimulation; 2.5% of 71,000 active; CHO CRE-bla reporter (cAMP response element driving beta-lactamase), forskolin EC10, beta-lactamase ratio; Potency, µM (series often up to 38.2 µM), for inactives: top-dose activity change, negative = inhibition, hits mostly activators; active = well fitted activation curve with a large enough effect in the signal ratio, with a control signal flat, not every such curve was filed as active; inconclusive = small, poorly fitted or top-dose-only effect, or effect the other way, or a change in a side signal; the % refers to the signal ratio; note: potency is the fitted concentration of half-maximal effect; % of control where 0% means no effect
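Modulation of forskolin-driven signalling is measured in CHO cells carrying a CRE-controlled beta-lactamase reporter. Cells are stimulated with EC10 NKH 477 in the presence of titrated compound for 3 h at 37 °C, then loaded with CCF4 for 2 h at room temperature.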
Epigenetic mod – derepresses silenced GFP locus in mouse C127i cells | mouse C127i GFP locus derepression, cytometry, 30 h | AID 597 | 0.09% of 68,000 active | Potency, µM (doses to about 46.1 µM), for inactives: at the highest dose GFP derepression (activation); note: % of control where 0% means no effect
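Locus derepression in mouse mammary C127i cells whose integrated CMV-GFP reporter is normally silent; GFP expression after 30 h compound treatment was quantified by counting fluorescent cells.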
USP2a inhib – inhibitors of human ubiquitin-specific protease USP2a. Potency, µM (titrated, usually from 38.3 µM), for the others: at the highest dose activity change, negative = inhibition, most hits filed as inhibitors. AID 927. O75604. 0.1% of 60,000 active. USP2a enzymatic assay, qHTS inhibition;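 note: potency is the fitted concentration of half-maximal effect; nearly all actives have a fitted effect of over 60% in size; plate controls were DMSO for no effect and NEM full inhibition control for full effect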
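USP2 core (20nM final) preincubated 30 min RT with compound, then Ub-PLA2 20nM and NBD C6-HPC 20uM final added; buffer 20mM Tris-HCl pH 8.0, 2mM CaCl2. Fluorescence Ex 460/Em 535 read at 0 and 2.5 h; normalized to NEM.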
HADH2 inhib – HADH2 (human) dehydrogenase inhibition; Potency, µM (doses to about 57.1 µM), without a hit: at the top dose activity change, negative = inhibition, usual class: inhibitors; recombinant HADH2, NADH fluorescence, beta-hydroxybutyryl-CoA; 3.4% of 73,000 active; Q99714; note: potency is the fitted concentration of half-maximal effect; % is set by controls: 0 for no effect and ±100 for the full control effect; nearly all actives have a fitted effect of over 60% in size; many of its hits are not listed in these tables
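Buffer 100 mM Tris-HCl pH 9.0/0.01% Tween-20; HADH2 20 nM; NAD+ 1 mM; beta-hydroxybutyryl-CoA 90 uM (all final). 15 min cpd preincubation, RT.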
BRCT PPI green – BRCA1 BRCT-phosphoprotein interaction inhibition | P38398 | BRCA1 BRCT-phosphopeptide binding, green fluorescence polarization | Potency, µM (titrated, usually from 76.9 µM), without a hit: at the top dose activity change, negative = inhibition, actives largely listed as inhibitors | 0.05% of 75,000 active | AID 875;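 note: potency is the fitted concentration of half-maximal effect; plate controls were peptide without protein for full effect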
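Compounds were incubated for 12 min at room temperature with a complex of 100 nM fluorescein-tagged pBACH1 decapeptide and 250 nM His-tagged BRCT protein. Buffer was phosphate pH 7.3 with EDTA, DTT and Tween 20. Disruption of binding lowers the polarization signal.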
Numbers without * were called inactive; ? = inconclusive; . = not tested or not shown; [ ] = dose if it differs, or a comment. Unless noted, calls come from the whole dose curve; as a rule, active = well fitted curve in the direction sought with a large enough effect; inconclusive = small, poorly fitted or top-dose-only effect, or another doubt; inactive = no such curve, though single readings can be large; an effect the other way counts as inactive or inconclusive.

SMILES,ALOX15 inhib,DNA Pol III inh,BRCT PPI red,Hsp90 Hop PPI,UbGFP stabilizer,HBB splicing,CRE Fsk mod,Epigenetic mod,USP2a inhib,HADH2 inhib,BRCT PPI green
O=C(O)[C@H]1CN[C@H](C(=O)O)C1,?,-6%,1.1%,-6%,0%,.,?,3%,.,5%,-1.2%
COc1ccc(C)cc1-n1nnnc1SCC1CCCCO1 (configuration not stated),-26%,-5%,-1.5%,2%,2%,0.3%[57.5 µM],15%,2%,-4%,8%,-3.2%
CCOC(=O)c1nnn(-c2nonc2-n2cccc2)c1CN1CCC(C)CC1,2%,-3%,-1.5%,?,-16%,-2.5%,?,4%,-9%,6%,-1.5%
Cn1cc(-c2nc3cnc(N4CCNCC4)nc3n(C3CC3)c2=O)c2ccccc21,-6%,-7%,-1.2%,17%,2%,6.2%,?,-2%[9.22 µM],231%[activator],18%,-0.9%
OC(COc1ccc2ccccc2c1)CN1CCCC1 (configuration not stated),-12%,-6%,-0.4%,1%,0%,0.0%[57.5 µM],-3%,-1%,.,1%,0.5%
O=C(c1ccc(Cn2c(=O)[nH]c3ccccc3c2=O)cc1)N1CCN(c2ccccc2)CC1,-12%,0%,-2.1%,?,4%,-0.5%,-8%,-2%,38%[activator],-8%,0.1%
O=C(O)C1C2C=CC(C2)C1C(=O)N1CCN(C/C=C/c2ccccc2)CC1 (configuration not stated),-3%,-9%,0.9%,-4%,23%,-3.5%,-9%,0%,3%,2%,-0.9%
Cc1ccc(Cl)cc1N1CCN(C(=O)C2CCN(S(=O)(=O)c3cccnc3)CC2)CC1,-14%,3%,-1.3%,-7%,4%,2.8%,?,-8%,36%[activator],-11%,1.4%
Cc1ccc(Cn2c(SCC(C)C)nc3c2c(=O)[nH]c(=O)n3C)cc1,-9%,-8%,-0.6%,-4%,-4%,.,8%,-1%,-2%,?,0.2%
CN1C(=S)SC(/[N+]([O-])=C/c2cccnc2)C1(C)C (configuration not stated),3%,-8%,-0.5%,0%,.,5.9%[0.369 µM],2%,0%,5%,-5%,-1.1%
O=C(CCC(=O)N(Cc1ccco1)C(C(=O)NC1CCCC1)c1ccncc1)Nc1cccnc1 (configuration not stated),3%,-4%,-0.2%,-4%,2%,-0.3%[57.5 µM],-4%,1%,.,-1%,-1.6%
CCC(=O)N[C@@H]1CCc2cccc(OC)c2C1,?,-8%,2.1%,2%,-4%,.,-3%,-1%,.,11%,-1.1%
CCN(CC)c1ccc(C2C(C(=O)OC)=C(C)NC(C)=C2C(=O)OC)cc1,-5%,-8%,1.4%,-9%,-3%,.,4%,1%,3%,1%,-0.6%
CCc1nc(SCC(=O)N2CCOCC2)c2c(=O)n(C)c(=O)n(C)c2n1,9%,-5%,-0.9%,-5%,4%,0.4%,1%,.,.,6%,-5.5%
O=S(=O)(Nc1ccc(-c2cn3ccsc3n2)cc1)c1ccc2c(c1)OCCO2,-17%,10%,-1.4%,-11%,-2%,-0.3%[57.5 µM],?,-3%,23%,8%,-0.5%
C/C(C[n+]1ccccc1)=N\N=C(N)N,4%[11.4 µM],-6%[11.4 µM],0.7%[15.4 µM],-1%[11 µM],-2%[9.17 µM],1.7%[9.22 µM],?,2%[9.22 µM],.,-2%[11.4 µM],-1.1%[15.4 µM]
CC12CCC(C(=O)N3CCc4ccccc43)(CC1=O)C2(C)C (configuration not stated),3%,-3%,0.9%,4%,1%,-0.5%,-1%,2%,4%,0%,-1.2%
O=C(Oc1ccccc1)N1CCC2(CCCN(c3ccccn3)C2)CC1,-7%,12%,-2.8%,0%,-8%,-1.5%,?,0%[9.22 µM],-24%,-9%,-6.5%
COc1ccccc1NC(=O)CN1CCN(Cc2ccccc2)CC1,0%,-2%,1.2%,-1%,-3%,-1.5%,1%,6%,-21%,0%,-1.1%
CCCCC(NC(C)=O)c1nc2ccccc2[nH]1 (configuration not stated),2%,-8%,-4.7%,-2%,-1%,-0.6%,-15%,.,.,-1%,1.1%
CC(C)N(C(=O)COC(=O)c1ccc(O)cc1)C(C)C,10%,0%,1.4%,-2%,2%,-1.6%,-20%,3%,-1%,-6%,-0.2%
C=CCn1c(SCC(=O)NCc2ccco2)nc2sc3c(c2c1=O)CCCCC3,4%,-1%,-0.7%,-2%,0%,1.2%,-2%,3%,3%,-7%,-1.0%
CN(C)S(=O)(=O)c1ccccc1C#N,10%,-4%,0.0%,0%,0%,3.6%,1%,1%,-5%,2%,-0.9%
O=C(CSc1nn(-c2ccc(Cl)cc2)c(=S)s1)N1CCN(C(=O)c2ccco2)CC1,-7%,0%,-0.1%,1%,1%,-0.1%[57.5 µM],1%,1%,32%[activator],-20%,-1.0%
O=C(c1c[nH]c2ccccc12)C(O)C(c1ccccc1)N1CCOCC1 (configuration not stated),-6%,-1%,-0.4%,-4%,-3%,-1.4%,-13%,0%,19%,13%,4.0%
CCc1ccc(S(=O)(=O)NCc2cn3ccsc3n2)s1,6%,-2%,1.1%,-3%,1%,-1.0%,0%,0%,1%,0%,-1.4%
COc1ccc(-c2noc(CN3C(=O)c4ccccc4C3=O)n2)cc1,4%,1%,-0.8%,4%,-5%,-1.7%[57.5 µM],?,0%,6%,4%,0.6%
COc1cccc(-c2noc(CCC(=O)NC3CCCCC3)n2)c1,-4%,-1%,1.2%,1%,8%,4.1%,16%,6%,4%,8%,-1.8%
CC(=O)C1=C(c2ccccc2)NC(=O)NC1c1ccccc1OCC#N (configuration not stated),2%,-5%,-0.3%,-4%,9%,1.2%,-8%,0%,2%,-9%,2.0%
O=C1c2ccccc2C(Nc2ccc3c(c2)OCCO3)N1c1ccccn1 (configuration not stated),-3%,-2%,0.3%,-3%[2.3 µM],-15%,-0.4%,11%,.,.,-1%,-3.3%
COCCn1c(=O)c(C)nc2cncnc21,-17%,-23%,-0.4%,-5%,14%,-0.1%,11%,2%[9.22 µM],?,-2%,-0.7%
CC(=O)c1cccc(NC(=O)NCCS(C)=O)c1 (configuration not stated),11%,-4%,0.0%,-2%,5%,.,0%,0%,-4%,4%,-4.0%
CCN(CC)C(=O)CSc1nc2ccc(NC(=O)CSc3nccn3C)cc2s1,0%,-8%,0.9%,-4%,-4%,.,1%,2%,25%,-1%,-0.3%
Cc1ccccc1C(=O)NC1CC(C)(C)NC(C)(C)C1,6%,-2%,-1.4%,2%,3%,.,-1%,1%,-5%,2%,-0.8%
CSc1nc2cc(F)c(F)cc2n1C,?,-3%,-1.9%,-2%,-3%,-0.2%,?,7%,-9%,4%,-4.3%
CCOC(=O)CNC(=O)Nc1cccc(Cl)c1C,3%,-2%,0.6%,1%,-6%,-0.5%,-1%,0%,5%,7%,-1.5%

Three compounds from above, ordered by their value in HADH2 inhib, rising.
| Compound | HADH2 inhib |
| --- | --- |
| CC(C)N(C(=O)COC(=O)c1ccc(O)cc1)C(C)C | -6% |
| CN(C)S(=O)(=O)c1ccccc1C#N | 2% |
| CSc1nc2cc(F)c(F)cc2n1C | 4% |

This is a subset (hit frequency here may not be typical).
